# From PubChem BioAssay
# ALOX12 inhib: blocks human 12-lipoxygenase activity | AID 1452 | 0.12% of 150,000 active | P18054 | Potency, µM (top dose mostly 57.1 µM), inactives show top-dose activity change, negative = inhibition, most hits filed as inhibitors | purified 12-hLO, xylenol orange hydroperoxide absorbance; also: potency is read from the fitted curve at half-maximal effect; nearly all actives have a fitted effect of over 55% in size; many of its hits are not listed in these tables
# Target sequence (P18054 whole entry, looked up): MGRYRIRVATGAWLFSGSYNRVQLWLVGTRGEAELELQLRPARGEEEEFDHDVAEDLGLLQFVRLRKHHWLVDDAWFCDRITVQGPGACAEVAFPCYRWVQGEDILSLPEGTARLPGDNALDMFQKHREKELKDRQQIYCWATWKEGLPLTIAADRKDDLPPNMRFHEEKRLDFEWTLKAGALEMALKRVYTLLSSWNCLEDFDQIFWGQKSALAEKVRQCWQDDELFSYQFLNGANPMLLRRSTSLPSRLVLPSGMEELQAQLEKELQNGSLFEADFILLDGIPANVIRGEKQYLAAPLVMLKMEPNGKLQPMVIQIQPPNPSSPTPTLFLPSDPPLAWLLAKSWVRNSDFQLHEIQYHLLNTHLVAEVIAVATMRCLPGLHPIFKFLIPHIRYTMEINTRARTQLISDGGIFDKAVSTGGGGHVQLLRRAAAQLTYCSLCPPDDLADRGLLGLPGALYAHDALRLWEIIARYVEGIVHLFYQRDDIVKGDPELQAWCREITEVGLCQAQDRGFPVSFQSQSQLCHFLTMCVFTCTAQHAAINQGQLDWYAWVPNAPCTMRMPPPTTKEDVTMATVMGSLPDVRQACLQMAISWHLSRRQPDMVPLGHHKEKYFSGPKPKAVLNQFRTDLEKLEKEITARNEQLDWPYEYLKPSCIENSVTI
#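 Purified human 12hLO (150 nM), preincubated 15 min with compound, then 40 uM arachidonic acid for 30 min, room temperature, Hepes pH 7.0 with 0.01% Triton X-100. Hydroperoxide detected by ferrous iron/xylenol orange; 573/405 nm absorbance ratio gives reaction progress.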
# IMPase cell inh: cell-permeable inhibitors of inositol monophosphatase (IMPase) | CHO-M1 cells, IP1 accumulation, HTRF TR-FRET ratio | inhibition (IP1 accumulation), % at 46.1 µM | 120,000 tested, under 10 active | AID 901; active = well fitted curve in the direction sought with a large enough effect in the signal ratio, not every such curve was filed as active; inconclusive = small, poorly fitted or top-dose-only effect, or a change in a side signal; inactive = no such curve, though single readings can be large or run the other way; the % refers to the signal ratio;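 also: cells stimulated with carbachol in lithium chloride buffer; plate controls were DMSO basal wells for no effect and reference inhibitor wells for full effect; higher means more IMPase inhibition seen as more IP1 and lower FRET ratio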
# Target sequence (P97697 whole entry, looked up): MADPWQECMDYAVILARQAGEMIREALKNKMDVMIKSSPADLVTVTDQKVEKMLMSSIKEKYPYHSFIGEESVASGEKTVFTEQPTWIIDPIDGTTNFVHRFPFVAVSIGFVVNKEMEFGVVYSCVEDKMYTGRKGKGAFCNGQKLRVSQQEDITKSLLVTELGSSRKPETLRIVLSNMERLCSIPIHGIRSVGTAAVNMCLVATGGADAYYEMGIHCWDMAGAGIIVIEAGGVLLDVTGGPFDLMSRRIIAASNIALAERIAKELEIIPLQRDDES
#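 CHO-M1, 2000 cells/well, cultured 16–30 h; cpd up to 46 uM; carbachol (50 uM solution, stimulation buffer w/ 50 mM LiCl, pH 7.4), 30 min 37C; IP-One TR-FRET, 10 min RT; Ex 320/Em 665, 620; Hill-fit AC50.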
# PNC assembly inh: blocks assembly of the perinucleolar compartment; activity change (PNC), negative = inhibition, % at 10 µM; 3.1% of 140,000 active; AID 2417; PC3M PTB-GFP, PNC prevalence imaging, 16 h; active compounds read low;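 active = readout at or below -70, meaning at least 70% loss of cells showing the perinucleolar compartment, a nuclear body marking cancer cells; inconclusive = readout between -30 and a set limit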;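 also: plate controls were DMSO wells for no effect and camptothecin positive control wells for full effect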
#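 Read-out is percentage of cells bearing a perinucleolar compartment, from automated 20x imaging of fixed, Hoechst-stained PC3M PTB-GFP cells. Cells were seeded 4 h, then exposed 16 h to compound (23 nl of library stock) in duplicate plates.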
# 15-hLO-2 inh: blocks human 15-lipoxygenase 2 activity | 0.56% of 110,000 active | Potency, µM (titrated, usually from 57.1 µM), for inactives: at the highest dose activity change, negative = inhibition, usual class: inhibitors | AID 881 | purified 15hLO-2, xylenol orange hydroperoxide absorbance; also: potency is read from the fitted curve at half-maximal effect; nearly all actives have a fitted effect of over 60% in size; many of its hits are not listed in these tables
#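 Read-out: hydroperoxide product oxidises ferrous iron, measured as xylenol orange complex via the 573-to-405 nm absorbance ratio after 30 min. Reaction: 50 nM enzyme, 15 min compound preincubation, 45 uM arachidonic acid, 90 min RT, Hepes pH 7.5 with Triton X-100.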
# * hit, by the source's call; ? = inconclusive; . = no result given; & = joins results of further samples; [ ] = remark or other dose. Unless noted, calls follow the shape of the dose curve; as a rule, active = well fitted curve in the direction sought with a large enough effect; inconclusive = small, poorly fitted or top-dose-only effect, or another doubt; inactive = no such curve, though single readings can be large; an effect the other way counts as inactive or inconclusive. Unless noted, % is scaled to controls: 0 for no effect and ±100 for the full control effect. An excerpt. The share of hits here may be higher or lower than overall.
SMILES,ALOX12 inhib,IMPase cell inh,PNC assembly inh,15-hLO-2 inh
CS(=N)(=O)CC[C@H](N)P(=O)(O)O (some centres undefined),0.2%[11.4 µM],.,.,-4.1%[11.4 µM]
COc1ccccc1N1CCN(Cc2ccc(Cl)cc2Cl)CC1,-4.5%,-9.7,-19.3,4.7%
NS(=O)(=O)c1ccc(-c2ccc([As](=O)(O)O)cc2)cc1,-2.9%[11.4 µM],.,.,2.4%[11.4 µM]
Cc1ccc(OCC(=O)NCCN2CCN(C(=O)COc3ccc(C)cc3)CC2)cc1,0.0%,6.8,-106.5*,-2.4%
CCCCn1c(O)c(/C=C/C=Nc2ccccc2)c(=O)[nH]c1=O,-6.3%,10.5,23.7,.
CC(=O)Nc1c2sscc-2n(C)c1=O,-3.1%[0.00818 µM],.,.,-8.2%[0.0915 µM]
CCCCC/C=C\C/C=C\C/C=C\C/C=C\CCCC(=O)NCCO,4.0%[0.00818 µM],.,.,-3.5%[0.0915 µM]
COc1cc(OC)c(OC)cc1CNC(C)C(O)c1ccccc1 (centres undefined),1.8%,7.5,12.3,6.4%
O=C(O)C1C(C(=O)O)C2(Cl)C(Cl)=C(Cl)C1(Cl)C2(Cl)Cl (centres undefined),1.5%,.,.,-2.3%
CC(C)NC(=O)N1CCCC2(CCN(C(=O)Oc3ccccc3)CC2)C1,-1.8%,.,.,-1.5%

# Pulled one by one from above, 3 records:
SMILES,ALOX12 inhib,IMPase cell inh,PNC assembly inh,15-hLO-2 inh
CS(=N)(=O)CC[C@H](N)P(=O)(O)O (some centres undefined),0.2%[11.4 µM],.,.,-4.1%[11.4 µM]
Cc1ccc(OCC(=O)NCCN2CCN(C(=O)COc3ccc(C)cc3)CC2)cc1,0.0%,6.8,-106.5*,-2.4%
CCCCC/C=C\C/C=C\C/C=C\C/C=C\CCCC(=O)NCCO,4.0%[0.00818 µM],.,.,-3.5%[0.0915 µM]

# Next part.
SMILES,ALOX12 inhib,IMPase cell inh,PNC assembly inh,15-hLO-2 inh
C=Cn1ccnc1P(=S)(c1cc(N(CC)CC)ns1)c1nccn1C=C,-3.9%,2.8,25.8,4.8%
CC(C)[N+](=O)[O-],1.1%,.,.,-3.4%
CC1CCC(C(=O)NC(C(=O)N2CCC3(CC2)OCCO3)C(C)C)CC1 (centres undefined),3.1%,8.9,22.3,-0.1%
CCC(C)n1c(O)c(C=Nc2cccc(C(F)(F)F)c2)c(=O)[nH]c1=S (centres undefined),-4.1%,.,-26.8,.
C=C(C)[C@H]1Cc2c(ccc3c2O[C@H]2COc4cc(OC)c(OC)cc4[C@@H]2C3=O)O1,-6.3%,13.3,.,-5.1%
CCN1C[C@]2(C)CC[C@H](O)[C@@]34[C@@H]5CC6[C@@H](OC)C[C@@](O)([C@@H]5[C@@H]6O)[C@H](C[C@@H]23)[C@H]14,1.5%[25.6 µM],-1.8[20.6 µM],.,2.2%[25.6 µM]
CC(C)OP(=O)(OC(C)C)C(O)c1cccnc1 (centres undefined),-1.4%,.,-12.6,.
O=C(c1sc2ccccc2c1Cl)N1CCC2(CC1)OCCO2,1.6%,-4.3,5.2,-4.2%
CCCCc1nc2ccccc2c(=O)n1-c1ccccc1O,1.5%,11.1,6.8,-6.3%
COc1c(CC=C(C)C)c2c(c3oc(=O)c(-c4ccc(O)cc4)c(O)c13)C=CC(C)(C)O2,-2.7%,.,.,-5.7%
C[C@]12CC[C@@H](O)C[C@@H]1CC[C@@H]1[C@@H]2CC[C@]2(C)[C@@H](O)CC[C@@H]12,2.7%,.,13.8,.
COc1ccc2[nH]c3c(c2c1)CCNC3,-3.9%,4.5,.,15.1%
CC(=O)OCC1=C(C(=O)O)N2C(=O)[C@@H](N)[C@@H]2SC1,-4.3%[25.6 µM],-2.1[20.6 µM],.,21.4%[25.6 µM]
Cc1ccc(NC(=O)CN2C(=O)CN=C(c3ccccc3)c3cc(Cl)ccc32)cc1,-16.3%,6.0,?,24.5%
CCC1(CC)C(=O)N(Cc2ccccc2)C(=O)N(Cc2ccccc2)C1=O,6.5%,2.1,10.7,7.1%
Cc1cc(C)cc(N2C(=O)NC(=O)/C(=C\c3cccn3-c3ccccc3)C2=O)c1,2.0%,.,?,.
CC(=O)NNc1ccccc1,5.3%,.,.,?
CCC(C)C(=O)OC1C(O)C2C(CN3CC(C)CCC3[C@]2(C)O)C2C[C@]34O[C@@]5(O)C(OC(=O)C(C)(O)CC)CCC3(C)C5C(OC(C)=O)C(OC(C)=O)C4[C@@]21O (some centres undefined),-4.1%,.,.,7.8%
O=C1NCN(c2ccccc2)C12CCNCC2,-1.1%,-3.2,?,-4.1%
CN1CCC2(CC1)CCN(C(=O)Oc1ccccc1)CC2,4.5%,.,.,11.8%
CCCCCCCCCOc1ccc2[nH]cc(CCN)c2c1,-0.5%,-6.3,.,14.4%
CC(=NCCN1CCCCC1)c1c(O)n(Cc2ccccc2)c(=O)[nH]c1=O,7.3%,2.9,-14.6,-6.4%
O=C1C2CCCN2C(c2cccnc2)N1c1ccc(Cl)cc1 (centres undefined),-4.9%,-3.4,?,5.4%
CCOc1cc(C=C2C(=O)NC(=O)NC2=O)ccc1OCC(=O)N1CCOCC1,-2.6%,.,-12.8,.
CC1COC2=C1C(=O)C(=O)c1c2ccc2c1CCCC2(C)C (centres undefined),-6.4%[0.00818 µM],.,.,?
O=C(O)[C@@H]1C[C@H]1[C@@H](NP(=O)(c1ccccc1)c1ccccc1)c1ccccc1,-1.1%&1.0%,.,49.4,-1.2%
FC(Cl)(Cl)Cl,-0.2%,.,.,-6.9%
COC(=O)CCCc1[se]c2ccccc2c1I,0.3%[0.00818 µM],.,.,-25.4%[0.0915 µM]
CN(CCCCC(=O)/C=N/O)Cc1ccccc1 (tested in a mixture with another compound),9.0%,0.5,53.8,-0.1%
CCCCC1(CCCC)C(=O)NC(=Nc2cccc(C)c2)NC1=O,-3.3%,3.8,-7.7,-13.2%
CCN(CC)CCN=Cc1c(O)n(C2CCCCCC2)c(=O)[nH]c1=O,6.9%,14.9,0.0,24.9%
O=C(CCS(=O)NCc1ccccc1)NCc1ccccc1 (centres undefined),2.2%,-15.9,35.5,?
COc1ccc(CCNC(=O)COC(=O)Cc2ccccc2)cc1,3.0%,?,37.0,.
C/C(=N\N1CCCCC1)c1c(O)[nH]c(=O)[nH]c1=O,-6.3%,-5.5,-29.8,.
Cc1ccccc1-n1c(C)cc(/C=C2/C(=O)NC(=O)N(Cc3ccco3)C2=O)c1C,-3.7%,9.5,23.3,.
CCn1cc(C(=O)c2ccccc2)c2ccccc21,-3.1%,3.9,0.0,-9.3%
CC12CN3CC(C)(CN(C1)C31CCOCC1)C2=O,5.5%,3.1,150.0,.
Cc1nc2ccc(Cl)cn2c1P(=S)(N1CCOCC1)N1CCOCC1,-0.2%,8.2,62.6,6.1%
C=C(C)[C@]12C[C@@H](C)[C@@]34OC(Cc5ccccc5)(O[C@@H]1[C@@H]3C=C(COC(=O)Cc1cc(I)c(O)c(OC)c1)C[C@]1(O)C(=O)C(C)=C[C@@H]41)O2,-0.5%[0.00818 µM],.,.,-12.4%[0.0915 µM]
C/C=C/CC#N,-2.7%,.,.,6.7%

# Shown as tab-separated lines: entries from further up
mol	ALOX12 inhib	IMPase cell inh	PNC assembly inh	15-hLO-2 inh
CC12CN3CC(C)(CN(C1)C31CCOCC1)C2=O	5.5%	3.1	150.0	.
CCN(CC)CCN=Cc1c(O)n(C2CCCCCC2)c(=O)[nH]c1=O	6.9%	14.9	0.0	24.9%
C/C=C/CC#N	-2.7%	.	.	6.7%
Cc1nc2ccc(Cl)cn2c1P(=S)(N1CCOCC1)N1CCOCC1	-0.2%	8.2	62.6	6.1%

# The listing continues.
SMILES,ALOX12 inhib,IMPase cell inh,PNC assembly inh,15-hLO-2 inh
Cc1[nH]n(-c2ccccc2)c(=O)c1C(C[N+](=O)[O-])c1ccccc1Cl (centres undefined),-4.6%,-1.1,35.4,?
CCCC(C)C1(CC)C(=O)NC(=O)N=C1N (centres undefined),0.6%,.,-12.5,.
CCc1c(C(=O)NN2C(=O)C3C4CCC(O4)C3C2=O)csc1C (centres undefined),-0.5%,.,-22.6,.
CCOc1ccccc1-n1c(O)c(C=Nc2c(C)n(C)n(-c3ccccc3)c2=O)c(=O)[nH]c1=O,-4.2%,5.1,?,-2.2%
Cc1cc(NC(=O)COC(=O)c2c(C)nn(Cc3ccccc3Cl)c2C)no1,-1.4%,-1.4,6.3,-1.9%
COc1cc2c(cc1OC)C(C(=O)N1CCC3(CC1)OCCO3)C(c1ccccc1F)N(C)C2=O (centres undefined),7.5%,-0.7,6.0,.
CC1(C)C(c2ccccc2)=NC(c2cccnc2)=[N+]1[O-],-2.6%,4.0,-12.5,8.1%
O=c1cccc2n1CC1CC2CN(C(c2ccccc2)c2sc3ncnn3c2O)C1 (centres undefined),2.5%,1.7,-25.3,-1.1%
C/C(=N\NC(=S)Nc1ccccc1)c1c(O)n(C)c(=O)n(C)c1=O,2.1%,.,-0.9,.
COc1ccc(NC(=O)N2CCC3(CC2)CCN(C(=O)Oc2ccccc2)CC3)cc1,-2.8%,.,.,-9.9%
CC(C)CCNC(=O)c1c(N)n(Cc2ccc3c(c2)OCO3)c2nc3ccccc3nc12,3.9%,4.0,-25.3,-1.1%
Clc1cccc(Cl)c1Cl,-4.3%,.,.,-0.1%
Clc1ccc(Cl)cc1,1.5%,.,.,1.1%
O=C(CNC(=O)OCc1ccccc1)Nc1ccc(Br)cc1C(=O)c1ccccc1,-2.8%,7.4,-20.8,14.0%
CCN(CC)/[N+]([O-])=N/O,0.4%,.,.,-7.1%
CCOC(=O)N1CCN(C(C)C(=O)c2c[nH]c3ccccc23)CC1 (centres undefined),-2.4%,-0.1,-12.9,1.8%
c1ccc(C[N+]23CN4CN(CN(C4)C2)C3)cc1,0.2%[11.4 µM],.,.,-6.7%[11.4 µM]
CC(C)(C)NC[C@@H](O)COc1cccc2[nH]c(C#N)cc12,-9.7%,1.8,.,17.4%
CCS(=O)(=O)NCc1nnc2n1-c1ccc(Cl)cc1C(c1ccccc1)=NC2,1.8%,.,-22.9,.
O=C(Nc1ccc(Cl)cc1C(=O)c1ccccc1)c1ccc(Br)o1,5.8%,1.6,16.5,-1.3%
O=C(Oc1ccccc1)N1CCC2(CC1)CCN(C(c1ccccc1)c1ccccc1)CC2,4.9%,.,.,15.8%
Cc1cc(C)c(-n2c(O)c(/C=N/N3CCCCC3c3cccnc3)c(=O)[nH]c2=O)c(C)c1 (centres undefined),-2.9%,7.2,53.9,.
CN(C)P(=O)(CCl)Nc1ccccc1 (centres undefined),-1.3%,.,1.6,.
CC(=O)C1C2c3ccccc3OC1(C)N=c1s/c(=C/c3cn(C)nc3C)c(=O)n12 (centres undefined),-9.1%,10.2,?,-8.5%
Cc1ccccc1O,-0.5%,.,.,4.3%
CCOP(=S)(OCC)SCSC(C)(C)C,-2.0%,.,.,-4.6%
O=C(Oc1ccccc1)N1CCC2(CCN(Cc3ccccc3)CC2)CC1,-0.8%,.,.,6.4%
CCCC[N+](=O)[O-],2.8%,.,.,-16.8%
CCc1nnc(NC(=O)CCc2nc(C3=CCN(C)CC3)no2)s1,1.6%,-9.6,4.9,18.5%
NC(=O)CSc1nnc([C@@H](N)Cc2c[nH]c3ccccc23)o1,-6.1%,5.7,14.2,15.0%
CCOc1ccc(Cc2c(O)[nH]c(=O)[nH]c2=O)cc1,1.6%,2.4,-22.5,-1.8%
CN1C(=O)C(=Cc2ccc(N3CCCCC3)o2)C(=O)N(C)C1=S,-2.1%,-1.8,-100.0*,-6.8%
O=C(c1ccc2c(c1)OCO2)N1CCC2(CC1)OCCO2,1.8%,-6.4,-7.9,-7.7%
CCN(CC)CCn1ncc2c(N)ncnc21,-3.7%[11.4 µM],.,.,-4.2%[11.4 µM]
